Source: PubChem BioAssay (several laboratories)
LANA DNA inh = inhibitors of KSHV C-LANA binding to DNA, primary screen, biochemical, fluorescence polarization, FAM-LBS DNA, MBP-C-LANA, single point. Kaposi's sarcoma herpesvirus LANA C-terminal domain (residues 932-1162) DNA binding. inhibition, % at 9 µM. 340,000 tested, 0.078% active;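 active means highest replicate inhibition at or above 60% at 9 µM, even if other replicates fall short; inactive means all replicates below 60% inhibition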;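 further: 0% = neutral control wells and 100% = 4 µM acridine orange control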
NSD2 inh = NSD2 histone methyltransferase inhibitors, primary screen, biochemical, AlphaScreen, single concentration, set 2; Histone-lysine N-methyltransferase NSD2 (Homo sapiens), O96028; NSD2 peptide methylation, 120 min; inhibition, % at 12.5 µM; 310,000 tested, 0.54% active; in the data active means inhibition above about 50%
SUMO Mot1 rescue = yeast Mot1-301 growth rescue at high temperature, primary screen, SUMOylation pathway inhibitor project, S. cerevisiae, ATP luminescence, 38.5C | S. cerevisiae Mot1-301 growth rescue; percent above DMSO median, 100 means doubled | growth rescue, % at 18.8 µM | 320,000 tested, 1% active;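 active means every valid replicate shows activation above 250% relative to neutral control wells; inactive means the rest, any valid replicate at or below 250%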;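 further: OY570 slx delta 5 strain wells were the positive control but not used for scaling; some compounds called inactive have numbers as strong as hits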
Cardiac RTF inh = cardiac RTF calcium sensitivity inhibitors, primary screen, biochemical, IANBD-TnC fluorescence, EC70 calcium; IANBD-labeled cardiac RTF, Ca2+ fluorescence; inhibition, % at 7.15 µM; 340,000 tested, 0.12% active;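 active means inhibition above the mean inhibition of all tested compounds plus 3 SD, cut at about 17% in these data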;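 further: assay run at fixed EC70 calcium of 1.6 mM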
PfHsp90 yeast 2 = growth inhibition of PfHsp90-expressing yeast, primary screen, antimalarial PfHsp90 inhibitor project, S. cerevisiae, BacTiter-Glo luminescence, single point, set 2; BacTiter-Glo ATP, 48 h; yeast lacking PDR1 and PDR3 efflux regulators; inhibition, % at 9.4 µM; 310,000 tested, 0.32% active; AID 504621, 2011;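 active means every replicate shows inhibition above about 80%, whatever the replicate mean, limit read from the data; inconclusive means mean inhibition reaches the set limit but some replicate falls short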;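 further: 0% = DMSO neutral controls and 100% = 20 µM radicicol positive controls; yeast relying on Plasmodium falciparum Hsp90 in place of its own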
CDK5 p35 inh = inhibitors of human CDK5/p35 kinase, primary screen, biochemical, single concentration; Cyclin-dependent kinase 5 (Homo sapiens) + Cyclin-dependent kinase 5 activator 1 (Homo …; Recombinant CDK5/p35, ADP-Glo luminescence, 60 min; inhibition, % at 10 µM; 330,000 tested, 0.01% active;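 active means highest replicate inhibition of at least 50% and at least 75% of replicates reaching 50%; inconclusive means only one of the two criteria met; inactive means both criteria failed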;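 further: plate controls were DMSO neutral control for no effect and GW8510 at 10 µM for full effect; many of its hits are not listed in these tables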
dFosB act = activators of delta FosB homodimer, primary screen, biochemical, fluorescence polarization, TAMRA-CDK5 oligo, single point | Protein FosB (Mus musculus), P13346 | purified delta FosB; percent of positive-control signal above neutral wells | activation, % at 25 µM | 340,000 tested, 0.99% active;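 active means mean activation above about 17%, with every replicate also reaching it, limit read from the data, passing the limit was not always enough; inconclusive means only one of the two conditions met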;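 further: fluorescence polarization rise as delta FosB binds a TAMRA Cdk5 AP-1 oligo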
Keap1 Nrf2 FP = Keap1-Nrf2 protein-protein interaction inhibitors, primary screen, biochemical, fluorescence polarization, single point. Kelch-like ECH-associated protein 1 (Homo sapiens), Q14145. Keap1 Kelch-Nrf2 peptide fluorescence polarization, 1536-well. inhibition, % at 9.4 µM. 340,000 tested, 0.15% active; in the data active means inhibition above about 12%; inconclusive means no clear call, values can overlap the other calls; inactive means below about 7.3%;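 further: human Keap1 Kelch domain with fluorescein labeled Nrf2 9mer peptide probe; 0% = neutral control wells and 100% = peptide positive control; higher means more block of Keap1 binding to Nrf2 peptide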
Target sequence (Q14145 whole entry, looked up, the tested form may be a part): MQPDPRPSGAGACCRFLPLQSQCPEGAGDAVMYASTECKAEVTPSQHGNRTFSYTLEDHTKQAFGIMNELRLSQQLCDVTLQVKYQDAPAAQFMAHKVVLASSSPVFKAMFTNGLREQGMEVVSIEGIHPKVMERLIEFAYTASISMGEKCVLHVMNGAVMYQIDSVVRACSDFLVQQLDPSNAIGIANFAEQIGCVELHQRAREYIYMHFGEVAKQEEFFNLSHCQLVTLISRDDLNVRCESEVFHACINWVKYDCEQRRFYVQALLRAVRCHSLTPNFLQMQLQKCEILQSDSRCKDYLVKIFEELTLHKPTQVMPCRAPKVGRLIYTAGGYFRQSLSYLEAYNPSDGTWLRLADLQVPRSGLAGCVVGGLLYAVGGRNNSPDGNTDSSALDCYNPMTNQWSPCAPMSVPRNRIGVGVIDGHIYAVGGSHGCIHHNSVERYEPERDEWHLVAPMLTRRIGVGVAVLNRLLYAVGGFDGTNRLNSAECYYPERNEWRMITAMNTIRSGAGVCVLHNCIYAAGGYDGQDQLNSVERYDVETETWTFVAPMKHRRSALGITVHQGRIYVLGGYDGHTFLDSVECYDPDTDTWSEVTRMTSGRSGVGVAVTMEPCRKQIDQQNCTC
Rtt109 Vps75 = inhibitors of C. albicans Rtt109/Vps75 HAT, primary screen, biochemical, ThioGlo CoA-SH fluorescence, plate reader. 330,000 tested, 0.16% active. AID 540336, 2011. inhibition, % at 34.9 µM. purified Rtt109/Vps75, 4 h. Histone acetyltransferase RTT109 (Candida albicans (strain SC5314 / ATCC MYA-2876)), …;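 active means inhibition of at least 50% in every replicate; inconclusive means best replicate reaches 50% inhibition but some replicates fall short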
Target sequence (Q5AAJ8 whole entry, looked up): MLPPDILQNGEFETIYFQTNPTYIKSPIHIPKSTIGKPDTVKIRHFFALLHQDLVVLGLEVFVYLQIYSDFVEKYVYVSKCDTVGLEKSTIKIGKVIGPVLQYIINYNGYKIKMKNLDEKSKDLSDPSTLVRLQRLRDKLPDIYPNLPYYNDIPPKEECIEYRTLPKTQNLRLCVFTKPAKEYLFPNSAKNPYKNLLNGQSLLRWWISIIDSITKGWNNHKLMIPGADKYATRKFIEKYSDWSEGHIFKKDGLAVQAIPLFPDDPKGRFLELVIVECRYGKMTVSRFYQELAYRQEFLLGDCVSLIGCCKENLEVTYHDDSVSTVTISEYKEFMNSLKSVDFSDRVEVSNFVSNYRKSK
RTF Ca sens act = cardiac RTF calcium sensitivity activators, primary screen, biochemical, IANBD-TnC fluorescence, EC20 calcium. IANBD-labeled TnC RTF fluorescence at EC20 calcium; 0% EC20 calcium, 100% full calcium. activation, % at 7.2 µM. Troponin I, cardiac muscle (Homo sapiens) + Troponin T, cardiac muscle (Homo sapiens) + …. AID 493008, 2010. 340,000 tested, 0.24% active;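 active means activation above the mean over all tested compounds plus 3 SD, cut at about 30% in these data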;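 further: rise in fluorescence read as greater calcium sensitivity of cardiac thin filaments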
PvdQ acylase = P. aeruginosa PvdQ acylase inhibitors, primary screen, biochemical, fluorescence, plate reader and imaging, single point; PvdQ acylase [Pseudomonas aeruginosa LESB58]; purified PvdQ acylase; inhibition, % at 10 µM; 340,000 tested, 0.063% active; in the data active means inhibition above about 30%, passing the limit was not always enough; inconclusive means no clear call, values can overlap the other calls;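 further: 0% = vehicle neutral wells and 100% = reference inhibitor wells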
Active calls of the source: *; i = inactive; ? = inconclusive; / = not tested or not shown.

SMILES	LANA DNA inh	NSD2 inh	SUMO Mot1 rescue	Cardiac RTF inh	PfHsp90 yeast 2	CDK5 p35 inh	dFosB act	Keap1 Nrf2 FP	Rtt109 Vps75	RTF Ca sens act	PvdQ acylase
O=C1CCC[C@@H]2[C@@H](Cc3ccccc3)[C@H](N3CCN(c4ccccc4)CC3)C[C@@H]3CCN1[C@@H]32	1.9	/	/	4	15	0.3	-3	-7	9	4	-12
CC1(NC(=O)Cc2csc(-c3ccc(Cl)cc3)n2)CCS(=O)(=O)C1 (configuration not stated)	-2.4	-2	7	-9	5	-1.6	-2	2	-7	-8	-6
COCCCn1c(=O)/c(=C\c2ccccc2OC(F)F)s/c1=C(/C#N)C(=O)NCCOC	1.4	-1	-14	-12	-6	-2.4	-7	-4	-37	0	-12
CCn1c(SCCC(=O)O)nnc1-c1cccnc1	0.5	-5	0	-12	-31	0.0	1	3	9	-5	-11
Cc1nc(SCC(=O)Nc2ccc(N3CCOCC3)cc2)nc(C)c1C	-1.2	-4	-2	0	6	0.7	-12	-4	-4	8	4
Cc1ccc(-c2c(C)c(-c3ccc(F)cc3)nc(N)c2C#N)o1	5.8	1	-8	0	-19	-1.2	-6	-7	-4	2	-14
CCOC(=O)c1c(NC(=O)CSc2nnnn2-c2ccccc2)sc2c1CC(C)(C)NC2(C)C	1.2	2	-9	-1	7	-1.5	5	2	33	13	13
NNC(=O)CSc1nc(-c2ccccc2)nc2c1CCCC2	-0.9	-3	0	-11	-6	0.9	-2	1	8	-5	-7
COCCNC(=O)C1CCCN(c2nn3c(=O)cc(C)nc3s2)C1 (configuration not stated)	-0.4	-9	0	7	6	2.8	-6	-6	3	-4	17
CCCCNC(=O)NCCN1CCOCC1	-1.5	7	-12	4	-3	-2.1	-2	3	-4	-4	-7
S=c1[nH]nc(-c2cc(-c3ccccc3)n[nH]2)n1/N=C/c1cccc(Cl)c1	1.4	2	-3	7	11	3.7	-6	5	35	-2	-6
CC[n+]1c(S(=O)(=O)[O-])ccc2ccc(C)cc21	-1.0	-8	-19	16	19	-2.0	5	-5	4	2	-8
Cc1ccccc1OCC(=O)Nc1ccc2oc(=O)ccc2c1	2.2	1	-3	0	-97	0.4	-13	3	1	-1	-1
COCCCNC(=O)c1ccccc1NS(C)(=O)=O	-0.2	-2	-2	0	24	-0.2	0	2	2	2	11
O=C(COC(=O)c1ccc2c(c1Cl)C(=O)c1ccccc1C2=O)NC1CC1	-0.1	5	86	12	-20	0.5	-8	1	8	-3	0
CC1CCC2(CC1)NC(=O)N(NC(=O)c1cc3ccccc3o1)C2=O (configuration not stated)	-0.3	-1	18	-4	8	0.1	2	-1	0	1	-6
COc1ccc(NC(=O)C2CCN(S(=O)(=O)c3ccc(Br)s3)CC2)cc1OC	0.2	0	-14	5	/	0.0	-7	5	4	-4	-9
COc1ccc(C(=O)CSc2nnc(COc3ccc(C#N)cc3)n2-c2ccccc2)cc1	-1.2	-1	2	-13	-193	0.9	-6	0	-3	11	-8
CCOC(=O)c1c(C)[nH]c(C)c1C(=O)CSc1nc2ccccc2n1CCC#N	-0.5	1	-14	9	-2	0.5	6	2	3	-4	1
O=C(Nc1cccc(C(F)(F)F)c1)c1ccc(N2CCNCC2)c([N+](=O)[O-])c1	1.1	6	-4	/	-3	-0.1	13	1	-1	/	-3
CC1CCN(C(=O)c2ccc(NC3=C(Cl)C(=O)N(Cc4ccccc4)C3=O)cc2)CC1	-0.9	0	/	-14	/	-12	-6	-2	14	-10	-4
CC(C)[C@H]1CN=C2N(CCNC(=O)CCC3CCCCC3)[C@H](Cc3ccc(O)cc3)CN21	0.9	/	-17	-8	-8	-1.7	-5	-2	7	7	-3
COc1ccc(-c2cc3c(=O)n(CC(=O)Nc4ccc(C(C)=O)cc4)ncn3n2)cc1	1.0	1	2	-20	-19	-3.3	74*	-3	2	-8	-13
Cc1cccc(N2CCN(C(=O)c3cc4c(=O)n(C)c5ccccc5c4n3C)CC2)c1C	-1.9	/	4	-8	18	1.0	-2	-4	11	4	-11
Cc1cc(=O)oc2c(CN3CCCCC3)c(O)c(Cl)cc12	-1.3	-2	-7	4	-5	-1.2	-5	-3	i	2	-60
O=C(COC(=O)CCC(=O)c1ccc(Cl)cc1)NCCc1ccccc1	-0.7	3	14	0	-1	0.7	1	2	9	2	-1
CSc1nc(Oc2ccc3ccccc3c2)c2sccc2n1	0.9	-6	16	-20	4	-0.2	-1	-5	5	1	-5
O=C(NCc1ccc(N2CCCC2=O)cc1)c1cnccn1	-3.1	1	342	-11	-18	-0.5	7	-4	5	4	-13
c1ccc(Cn2c(NCc3ccccn3)nc3ccccc32)cc1	0.2	-2	10	-5	-69	0.0	-10	-2	2	1	5
CC(=O)Nc1ccc(NC(=O)CSc2ccc(-c3ccc(-n4ccnc4)cc3)nn2)cc1	-4.5	-9	204	-17	/	-0.6	6	-2	-1	6	-6
O=C(NCC(c1ccco1)N1CCCCC1)c1cccs1 (configuration not stated)	-2.0	0	0	-8	15	-0.7	0	0	4	0	-12
O=C(CSc1cccc[n+]1[O-])c1ccccc1Br	-0.3	0	-19	-2	-2	-0.2	-1	-4	-3	-5	7
COc1ccc(CNC(=O)C/C(C)=N/NC(=O)c2cnccn2)cc1	0.2	-1	-21	-15	33	-0.5	5	4	-6	5	-9
NNC(=O)c1cc(Cl)ccc1Cl	3.0	-3	-10	-9	21	-2.5	4	-2	-2	5	-1
O=C(CN1CCN(c2ccccn2)CC1)NCCc1ccccc1	-1.7	-1	11	-13	19	-0.3	-6	5	2	-7	-5
CON(C)C(=O)CC(CNC(=O)OC(C)(C)C)c1ccc(Cl)cc1 (configuration not stated)	2.0	/	4	-2	0	0.9	6	1	-1	-1	-8
CCN(C[C@H]1N[C@@](C)(C(=O)OC)[C@H]2C(=O)N(Cc3ccccc3)C(=O)[C@@H]12)C(=O)Nc1ccc(Cl)cc1	1.1	/	-9	-9	2	-1.3	-4	5	1	7	-5
COc1ccc(C(=O)C2CCCN(C(=O)c3ccc(C(C)=O)s3)C2)c(C)c1 (configuration not stated)	0.1	1	/	-7	-23	/	-12	-1	10	-2	-14
CC(C)COC(=O)n1c(=O)oc2cc(S(=O)(=O)N3CCCCC3)ccc21	0.3	2	-2	8	/	-1.6	-10	-3	-7	-11	0
COc1ccc(C(=O)N2CCC(n3nccc3NC(=O)C3CC3)CC2)c(OC)c1OC	0.3	-6	2	-8	12	0.8	-1	-2	-14	0	-4
O=C(Nc1ccc(N2CCOCC2)cc1)C1(c2ccc(Cl)cc2)CCC1	-0.5	1	5	-4	6	0.8	-4	-6	39	-3	8
CCc1nnc(NC(=O)CSc2nnc(CSc3nc(C)cc(C)n3)o2)s1	-0.5	-5	-2	-8	14	-0.5	-2	-3	19	9	-12
Cn1c(SCC(=O)N2CCOCC2)nnc1-c1ccncc1	0.7	-5	-14	-11	2	-2.2	7	-2	-6	0	3
O=C(NCc1ccc2c(c1)OCO2)Nc1cccc2ccccc12	-1.9	5	9	4	13	0.6	-3	-2	-6	3	-6
CCOc1ccc(NC(=O)CC2C(=O)N(c3ccccc3)C(=O)N2CCc2cccs2)cc1 (configuration not stated)	-1.8	-5	14	1	5	-0.6	-2	1	43	-10	7
Cc1cc2oc3c(c(=O)c2cc1C)C(c1ccc(F)cc1)N(CCCN1CCOCC1)C3=O (configuration not stated)	0.4	/	-11	-11	-9	0.0	?	1	16	-4	0
Cc1cccc(N2CCN(C(=O)C3CCN(S(=O)(=O)c4cccc5nsnc45)CC3)CC2C)c1 (configuration not stated)	3.1	4	-8	-3	8	-0.1	-7	0	11	-2	0
CCCOC(=O)C1=C(C)NC2=C(C(=O)CC(C)(C)C2)C1c1ccc(N(C)C)cc1 (configuration not stated)	1.8	1	15	-9	-11	-0.3	2	-2	0	0	-18
Cc1ccc(C(C)C)c(OCCN2C(=O)NC(C)(C)C2=O)c1	1.3	-1	-4	-1	7	2.9	2	-4	23	2	14
Cc1ccccc1OCCc1c(C)[nH]c(=S)[nH]c1=O	-1.8	-5	-2	1	-5	0.7	-3	4	7	-9	-4
O=C(Cc1cccs1)Nc1ccccc1NC(=O)Cc1cccs1	0.1	0	-9	-14	-34	1.8	-12	-1	4	12	-8
O=C(OCC(=O)N1CCc2ccccc2C1)c1cccnc1Cl	-1.1	-4	74	-19	0	0.6	0	-3	-2	-3	-23
CC(C)C1(C2CCCC2)NC(=O)NC1=O (configuration not stated)	-2.1	0	/	1	7	-2.2	-7	-3	-1	-6	-14
COc1ccc(S(=O)(=O)N2CCN(C(=O)Cc3cccs3)CC2)cc1	1.4	0	-7	-2	-1	-0.8	7	-7	/	-2	-15
CCOC(=O)c1c(-c2ccc(-c3ccccc3)cc2)csc1NC(=O)C1C2CCC(O2)C1C(=O)O (configuration not stated)	0.8	6	-11	6	-22	2.2	-15	-2	17	2	6
Cc1ccc(NCC(=O)c2ccc(C)cc2)cc1	-0.4	4	4	-12	10	-3.0	-13	-8	-18	-2	-14
O=C(/C=C/Nc1ccc(F)cc1)c1ccc(Oc2ncccn2)cc1	1.9	-7	7	4	22	2.7	1	-3	-1	-2	-7

Three entries from above, ordered by molecular weight, ascending.
SMILES	LANA DNA inh	NSD2 inh	SUMO Mot1 rescue	Cardiac RTF inh	PfHsp90 yeast 2	CDK5 p35 inh	dFosB act	Keap1 Nrf2 FP	Rtt109 Vps75	RTF Ca sens act	PvdQ acylase
CCCOC(=O)C1=C(C)NC2=C(C(=O)CC(C)(C)C2)C1c1ccc(N(C)C)cc1 (configuration not stated)	1.8	1	15	-9	-11	-0.3	2	-2	0	0	-18
COc1ccc(C(=O)N2CCC(n3nccc3NC(=O)C3CC3)CC2)c(OC)c1OC	0.3	-6	2	-8	12	0.8	-1	-2	-14	0	-4
CC(=O)Nc1ccc(NC(=O)CSc2ccc(-c3ccc(-n4ccnc4)cc3)nn2)cc1	-4.5	-9	204	-17	/	-0.6	6	-2	-1	6	-6

Hits appear at their usual frequency; any-hit rate near 3.2%.
